# Assay outcomes as filed in PubChem.
# KB-3-1 tox: qHTS assay for MDR1-selective chemotherapeutics: Primary screen using the parental adenocarcinoma cell KB-3-1 | KB-3-1 viability, CellTiter-Glo ATP luminescence, 72 h | Potency, µM (doses to about 46.1 µM), for inactives: at the highest dose activity change, negative = cytotoxic, usual class: cytotoxic | 1.4% of 400,000 active; also: potency is read from the fitted curve at half-maximal effect; % is scaled to controls: 0 for no effect and ±100 for the full control effect; nearly all actives have a fitted effect of over 60% in size
#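 Multi-concentration cytotoxicity screen in KB-3-1 cells grown in DMEM lacking phenol red with 10% FBS. After 72 h at 37 °C with compound, ATP-dependent luminescence was recorded.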
# SW480 rereplic: A quantitative high throughput screen for small molecules that induce DNA re-replication in SW480 colon adenocarcinoma cells; SW480 DNA re-replication, Hoechst DNA content imaging, 48 h; Potency, µM (top dose mostly 46.1 µM), without a hit: top-dose re-replication activation, hits mostly activators; 1.8% of 340,000 active; also: potency is read from the fitted curve at half-maximal effect; % of control where 0% means no effect; nearly all actives have a fitted effect of over 55% in size
#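 Compounds, transferred as 23 nL by pin tool, were incubated with cells for 48 hr; DNA content per nucleus was then quantified by Hoechst staining and fluorescence plate imaging.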
# IL-1B inflam inh: qHTS for Inhibitors of Inflammasome Signaling: IL-1-beta AlphaLISA Primary Screen | 4.7% of 360,000 active | activity change, % at 57.5 µM | AID 743279, 2014 | THP-1 LPS/ATP IL-1B secretion, AlphaLISA, 16 h; stronger effect = lower value; in the data active = activity change below about -50%; inconclusive = mostly about -30% to -49%; also: % is scaled to controls: 0 for no effect and ±100 for the full control effect
#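 Secreted IL-1B measured by AlphaLISA bead assay after 16 h compound exposure of THP-1 cells; compounds (final up to 57.5 uM) added 1 h before LPS (250 ng/mL) and ATP (1.25 mM) stimulation; lower signal means less secretion.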
# GLP1R cytotox: qHTS of GLP-1 Receptor Inverse Agonists: Cytotox Screen; 0.13% of 410,000 active; AID 624418, 2012; Potency, µM (series often up to 38.3 µM), for the others: at the highest dose activity change, negative = inhibition, actives largely listed as inhibitors; HEK293 cAMP-luciferase reporter cells, luminescence, 24 h;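 also: loss of luciferase light is scored as toxicity; potency is read from the fitted curve at half-maximal effect; % is scaled to controls: 0 for no effect and ±100 for the full control effect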
#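 Cells in DMEM/10% Nu serum/1% pen-strep, 1536-well format. Pre-incubated 12 h, dosed with 23 nL compound, incubated a further 24 h. Luciferase detection, 12 min at room temp, luminescence.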
# HT1080NT lethal: qHTS for induction of synthetic lethality in tumor cells producing 2HG: qHTS for the HT-1080-NT fibrosarcoma cell line; Potency, µM (series often up to 46.1 µM), for inactives: top-dose activity, negative = less viability, hits mostly cytotoxic; 1.6% of 360,000 active; HT-1080-NT fibrosarcoma viability, CellTiter-Glo ATP luminescence, 48 h;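 also: NT is the 2HG producing partner of a matched IDH1 knockdown line; potency is read from the fitted curve at half-maximal effect; 0% = DMSO-treated cells and -100% = media-only wells without cells; nearly all actives have a fitted effect of over 55% in size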
#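 Luminescent CellTiter-Glo readout after 48 hours of compound exposure at 37 degrees C defined viability of HT-1080-NT cells. Activity was normalized to DMSO wells and cell-free media wells; concentration-response curves were fitted and assigned curve classes.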
# HT1080 IDH1KD tx: qHTS for induction of synthetic lethality in tumor cells producing 2HG: qHTS for the HT-1080-IDH1KD cell line. Potency, µM (titrated, usually from 46.1 µM), for the others: at the highest dose activity, negative = toxicity, usual class: cytotoxic. AID 686971, 2013. HT-1080 IDH1 knockdown viability, ATP luminescence, 48 h. 2% of 360,000 active;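 also: potency is read from the fitted curve at half-maximal effect; 0% = DMSO wells and -100% = cell-free medium wells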
#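 IDH1KD HT-1080 cells, 750/well, RPMI + 5% FBS; compound pinned after 2 h settling; 48 h, 37 °C; CellTiter-Glo luminescence; % activity normalised to DMSO and no-cell wells; curves fitted, classed by r2 and efficacy.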
# DRD3 agonist: qHTS of D3 Dopamine Receptor Agonist: qHTS; max activation, %; AID 652048, 2013; D(3) dopamine receptor (Homo sapiens), P35462; D3R DiscoveRx beta-arrestin cells, luminescence, 90 min; 0.58% of 410,000 active; in the data active = max activation above about 30%; also: 0% is about no effect; mostly tested at two doses, the higher about 12 µM
# Target sequence (P35462 whole entry, looked up): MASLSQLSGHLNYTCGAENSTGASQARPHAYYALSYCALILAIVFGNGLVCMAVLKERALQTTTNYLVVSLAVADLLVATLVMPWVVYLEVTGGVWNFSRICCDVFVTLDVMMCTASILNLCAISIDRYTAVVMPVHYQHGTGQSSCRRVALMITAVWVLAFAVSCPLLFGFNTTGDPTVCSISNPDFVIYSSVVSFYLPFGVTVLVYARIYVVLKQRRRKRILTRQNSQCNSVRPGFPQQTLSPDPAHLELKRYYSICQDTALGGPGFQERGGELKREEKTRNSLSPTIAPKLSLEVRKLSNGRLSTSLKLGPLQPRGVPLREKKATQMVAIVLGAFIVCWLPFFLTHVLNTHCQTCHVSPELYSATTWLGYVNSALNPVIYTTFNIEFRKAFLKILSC
#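 Cells at 1500/well, incubated overnight, then treated with pinned compounds (dopamine as control) for 90 min at 37 degrees C. DiscoveRx reagent added for 30 - 60 minutes at room temperature; luminescence read.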
# KB-V1 MDR tox: qHTS assay for MDR1-selective chemotherapeutics: Primary screen using the drug-selected MDR subline cells KB-V1; KB-V1 MDR cells viability, CellTiter-Glo, 72 h; Potency, µM (titrated, usually from 46.1 µM), without a hit: at the top dose activity change, negative = cytotoxicity, actives largely listed as cytotoxic; 3.4% of 400,000 active; AID 1347076, 2019; also: potency is read from the fitted curve at half-maximal effect; % is scaled to controls: 0 for no effect and ±100 for the full control effect; nearly all actives have a fitted effect of over 60% in size
#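 In this primary screen, KB-V1 cells overexpressing P-gp are incubated with library compounds (lowest to highest concentration) for 72 h at 37 degrees C before a luminescent ATP viability read.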
# MCF10A rerep: A quantitative high throughput screen for small molecules that induce DNA re-replication in MCF 10a normal breast cells | 2.9% of 350,000 active | AID 624296, 2012 | Potency, µM (series often up to 46.1 µM), without a hit: top-dose activity, positive = re-replication, usual class: activators | MCF 10A DNA re-replication, Hoechst nuclear intensity, 48 h; also: potency is read from the fitted curve at half-maximal effect; % of control where 0% means no effect; nearly all actives have a fitted effect of over 50% in size
# Starred values were filed as active, the others as inactive; ? = inconclusive; nt = not tested or not shown; [ ] = remark or other dose. Unless noted, calls follow the shape of the dose curve; as a rule, active = well fitted curve in the direction sought with a large enough effect; inconclusive = small, poorly fitted or top-dose-only effect, or another doubt; inactive = no such curve, though single readings can be large; an effect the other way counts as inactive or inconclusive.
compound	KB-3-1 tox	SW480 rereplic	IL-1B inflam inh	GLP1R cytotox	HT1080NT lethal	HT1080 IDH1KD tx	DRD3 agonist	KB-V1 MDR tox	MCF10A rerep
C(=N\Nc1nc(N2CCOCC2)nc(N2CCOCC2)n1)/c1cccnc1	-13%	-1%	18	-6%	1%	0%	13	-11%	12%
CC(C)COc1ccc(/C(O)=C2/C(=O)C(=O)N(CCN(C)C)C2c2ccncc2)cc1 (configuration not stated)	-1%	1%	50	-8%	12%	4%	0	15%	0%
Cc1cc(C)nc(NCCO)n1	12%	0%	8	9%	9%	16%	3	1%	2%
O=c1c(Cl)c(N2CCOCC2)cnn1-c1nc2ccccc2[nH]1	-3%	-11%	12	4%	-10%	-10%	-1	-1%	3%
COc1ccc(/C=C/C(=O)N(Cc2ccccc2)c2ccccn2)cc1OC	2%	2%	3	-9%	13%	-1%	-1	11%	-5%
COc1cc(C2=NOC(C(=O)Nc3cccnc3)C2)cc(OC)c1OC (configuration not stated)	3%	-13%	31	5%	7%	4%	-1	?	?
CC(NC(=O)C(C)(C)C)C(c1cccs1)N1CCOCC1 (configuration not stated)	13%	-19%	0	0%	14%	-9%	3	19%	1%
O=S(=O)(NCc1ccccc1)c1ccc2ccccc2c1	19%	2%	-12	1%	9%	6%	0	-11%	17%
COc1cccc(CNC(=O)CCc2c(C)c3cc4c(C)coc4cc3oc2=O)c1	2%	nt	nt	1%	nt	nt	-9	-12%	nt
CNC(=O)N(O)C1N(/N=C/c2cc(Br)ccc2O)C(=S)SC1(C)C (configuration not stated)	0%	-3%	5	-7%	-12%	-13%	22	0%	1%
O=C(/C=C/c1ccc(Cl)cc1)OCC(=O)c1ccc[nH]1	0%	-15%	6	3%	5%	1%	0	12%	2%
COc1ccc(CCN2C(=O)N(c3ccc(C)cc3)C(=O)C2CC(=O)Nc2ccc(F)cc2)cc1 (configuration not stated)	?	nt	nt	-18%	nt	nt	-3	?	nt
CCn1c(=O)c2c(nc3n2CCN3c2ccc(OC)cc2)n(C)c1=O	5%	nt	nt	-11%	nt	nt	-9	-32%	nt
COc1ccc(OC)c(NC(=O)C2C3C=CC(C3)C2C(=O)NCc2ccccn2)c1 (configuration not stated)	0%	0%	?	6%	6%	15%	1	-4%	-8%
C=CCSc1nnc2c(n1)OC(c1ccccn1)N(C(C)=O)c1ccccc1-2 (configuration not stated)	-1%	-6%	8	-11%	1%	0%	-4	8%	1%
O=C(CCNC(=O)c1ccc([N+](=O)[O-])cc1)NNC(=O)c1ccccc1F	5%	3%	-17	10%	1%[9.24 µM]	4%	21	8%	0%
COc1ccc(-c2noc(N3CCC(C(=O)N(C)c4ccccc4C)CC3)n2)cc1	?	0%	1	1%	0%	-3%	2	0%	9%
NC(=O)c1nn(CC(=O)Nc2cccc(S(=O)(=O)N3CCCCCC3)c2)c(=O)c2ccccc12	-4%	-3%	10	-27%	-3%	-3%	-1	?	8%
CCS(=O)(=O)Nc1ccc2c(c1)OCO2	-12%	1%	-8	5%	-1%	-12%	-8	1%	1%
CCOc1ccccc1C(=O)OCC(=O)Nc1ncc(C(F)(F)F)cc1Cl	5%	5%	1	0%	-2%	-1%	17	-3%	5%
Cc1cc(C)n(C(=O)COc2ccc(Cl)cc2Cl)n1	16%	-3%	9	10%	12%	16%	10	4%	?
O=C(Nc1ccc(S(=O)(=O)Nc2ncccn2)cc1)c1ccc2ncsc2c1	1%	-7%	-13	-4%	12%	-4%	-10	?	-4%
Nc1ccn([C@@H]2O[C@H](CNCc3cc(Cl)ccc3OCc3ccc(Cl)cc3)[C@@H](O)[C@H]2O)c(=O)n1	-1%	nt	?	-8%	1%	-1%	-4	9%	nt
CCc1ccc(C(=O)Nc2cccc(-c3nc4cc(C(C)C)ccc4o3)c2)cc1	5%	nt	nt	3%	nt	nt	1	-11%	nt
Cc1c(NC(=O)C(C)Oc2ccc(Br)cc2Cl)c(=O)n(-c2ccccc2)n1C (configuration not stated)	-9%	-4%	3	-18%	5%	0%	0	?	3%
CCCCCOc1ccc(CSCCNC(=S)Nc2ccccc2)cc1	-2%	-9%	16	-7%[1.53 µM]	11%	2%	-5	-9%	-5%
COc1ccc(NC(=O)COC(=O)C23CCC(=O)N2c2ccccc2S3)cc1 (configuration not stated)	15%	-3%	17	4%	10%	3%	2	3%	2%
Cc1cccc(NC(=O)c2sc(-n3nc(C)c(CCC(C)C)c3C)nc2C)c1	-21%	nt	nt	13%	nt	nt	2	2%	nt
Cc1ccc(C(C)n2cc(C(=O)NCCN3CCN(C)CC3)nn2)cc1 (configuration not stated)	1%	-2%[9.22 µM]	14	31%[activator]	-2%	-10%	0	7%	1%
Cn1c(-c2ccccc2)c(C(=O)CCl)c2ccccc21	?	?	-118*	?	15µM*	10µM*	-6	?	?
O=C(NCc1ccc2c(c1)OCO2)C1CCC(CNS(=O)(=O)c2ccccc2)CC1 (configuration not stated)	-4%	2%	-3	-15%	-16%	-9%	4	-27%	0%
Cc1cccc(NS(=O)(=O)c2ccc3oc(=O)ccc3c2)c1C	-45%	11%	-6	3%	-22%	2%	8	15%	-4%
Cc1ccc(S(=O)(=O)CC2CSc3nnc(C)c(=O)n32)cc1 (configuration not stated)	2%	0%	12	-1%	3%	2%	1	-6%	4%
Cc1cc(C)n2nc(SCC(=O)Nc3ccc(F)cc3[N+](=O)[O-])nc2n1	-4%	-3%	25	-13%	1%	0%	6	21µM*	1%
COc1cccc(NC(=O)COc2ccc(Br)c(C)c2)c1	-4%	-38%	-3	1%	6%	2%	-3	0%	19%
O=C(NC(=S)Nc1ccccc1Cl)c1csnn1	11%	?	-5	5%	-16%	-1%	-12	-5%	?
CCOc1ccc(N(CC(=O)NC2CCCCC2)C(=O)CNC(=O)c2cccs2)cc1	-11%	19%	-8	2%	5%	3%	0	?	2%
Cc1cc(C)c(NC(=O)CCc2c(C)nc3c(c(C)nn3C(C)(C)C)c2C)c(C)c1	21%	nt	nt	-7%	nt	nt	3	51%	nt
O=C(CNc1cccc([N+](=O)[O-])c1)NC(=O)NC1CCCCC1	0%	-5%	-52*	-21%	-10%	-5%	1	-19%	6%
CCN(CC)CCN1C(=O)C(=O)/C(=C(/O)c2c(C)[nH]c(C(=O)OC)c2C)C1c1cccc(OC)c1 (configuration not stated)	-6%	0%	6	3%	-3%	-3%	-6	0%	20%

# Going on with the list:
# Each structure is followed by: KB-3-1 tox, SW480 rereplic, IL-1B inflam inh, GLP1R cytotox, HT1080NT lethal, HT1080 IDH1KD tx, DRD3 agonist, KB-V1 MDR tox, MCF10A rerep
CCOc1ccc(C/C(O)=C2\C(=O)CC(C)(C)CC2=NCC(=O)O)cc1OCC
  6%, -96%[inhibitor], -8, 6%, 2%, 14%, 3, 16%, 27%
CCOC(=O)c1c(NC(=O)c2cccs2)sc(C)c1C
  0%, -3%, 23, 50%[activator], 10%, 20%, 2, 0%, 15%
CC(C)CNC(=S)NNC(=O)c1ccccc1OC(F)F
  5%, 14%, -16, -47%, -30%, ?, 0, ?, 0%
COc1ccc(Cl)cc1NC(=O)COC(=O)CCc1cc(OC)c(OC)c(OC)c1
  6%, -4%, -3, 0%, 4%, 3%, 0, 0%, -5%
CCCn1ccc2c(OCC(=O)Nc3ccccc3C(=O)OCC)cccc2c1=O
  11%, nt, nt, 1%, nt, nt, 10, -15%, nt

# Some of the entries above in another layout:
CC(C)COc1ccc(/C(O)=C2/C(=O)C(=O)N(CCN(C)C)C2c2ccncc2)cc1 (configuration not stated)
  KB-3-1 tox: -1%	SW480 rereplic: 1%	IL-1B inflam inh: 50	GLP1R cytotox: -8%	HT1080NT lethal: 12%	HT1080 IDH1KD tx: 4%	DRD3 agonist: 0	KB-V1 MDR tox: 15%	MCF10A rerep: 0%
Cc1cc(C)nc(NCCO)n1
  KB-3-1 tox: 12%	SW480 rereplic: 0%	IL-1B inflam inh: 8	GLP1R cytotox: 9%	HT1080NT lethal: 9%	HT1080 IDH1KD tx: 16%	DRD3 agonist: 3	KB-V1 MDR tox: 1%	MCF10A rerep: 2%
O=c1c(Cl)c(N2CCOCC2)cnn1-c1nc2ccccc2[nH]1
  KB-3-1 tox: -3%	SW480 rereplic: -11%	IL-1B inflam inh: 12	GLP1R cytotox: 4%	HT1080NT lethal: -10%	HT1080 IDH1KD tx: -10%	DRD3 agonist: -1	KB-V1 MDR tox: -1%	MCF10A rerep: 3%
COc1ccc(/C=C/C(=O)N(Cc2ccccc2)c2ccccn2)cc1OC
  KB-3-1 tox: 2%	SW480 rereplic: 2%	IL-1B inflam inh: 3	GLP1R cytotox: -9%	HT1080NT lethal: 13%	HT1080 IDH1KD tx: -1%	DRD3 agonist: -1	KB-V1 MDR tox: 11%	MCF10A rerep: -5%

# Not a hit list; any-hit rate near 11%.
